High-throughput results from PubChem BioAssay.
All columns: NCI-60 one-dose screen, growth in % after 48 h at 10 µM unless noted; 100 = growth as untreated, 0 = no growth, -100 = all killed.
SF-295: SF-295 CNS cancer cells. 79,000 compounds, 5.6% hits
786-0: 786-0 renal cancer cells; 81,000 compounds, 5.1% hits
TK-10: TK-10 renal cancer cells; 81,000 compounds, 3.9% hits
SN12C: SN12C renal cancer cells. 81,000 compounds, 3.8% hits
UO-31: UO-31 renal cancer. AID 1794768. 81,000 compounds, 5.2% hits
CAKI-1: CAKI-1 renal cancer | 75,000 compounds, 4.7% hits | AID 1794772
SF-268: SF-268 CNS cancer cells; 82,000 compounds, 3.1% hits; AID 1794759
U251: U251 CNS tumor cells; AID 1794753; 80,000 compounds, 5.4% hits
Numbers without * were called inactive; . = no result given; & = joins results of further samples. The calls were made as follows: active = growth percent below 10; inactive = the rest.

SMILES	SF-295	786-0	TK-10	SN12C	UO-31	CAKI-1	SF-268	U251
O=C1OC(c2ccc(-c3ccccc3)cc2)=C/C1=C/c1c(Cl)cccc1Cl	.	.	88.0	95.3	81.1	.	96.7	102.2
CCCCNC(c1ccc(N(CC)CC)cc1)C(Cl)(Cl)Cl (stereo not given)	98.9	98.7	116.1	95.1	88.8	96.8	104.0	99.0
O=c1ccncn1C1OC(CO)C(O)C1O (stereo not given)	100.7	98.2	99.0	100.2	83.3	98.1	98.9	101.5
COc1ccc(CNC(=O)C(O)C(Cc2ccccc2)NC(=O)c2[nH]c3ccccc3c(=O)c2C)cc1OC (stereo not given)	99.7	101.5	93.6	103.0	98.7	99.6	102.5	100.8
O=C(O)CCCc1cn(Cc2cn(CC(=O)Nc3ccc(Cl)cn3)nn2)c2ccccc12	99.2	106.0	106.3	93.9	76.3	79.3	89.0	104.0
Cn1c(O)c(N=NC(=O)c2ccncc2)c2ccccc21	99.0	95.7	103.3	103.6	89.6	92.2	105.8	106.5
NS(=O)(=O)c1ccc(-n2ncc3c(NNC(=S)Nc4ccccc4)ncnc32)cc1	49.6	87.1	108.3	96.3	109.5	34.0	119.3	101.1
CC(=O)N1N=C(c2ccc(C)cc2)CC1c1sc(N2CCOCC2)nc1Cl (stereo not given)	101.4	96.8	100.2	96.1	77.9	98.7	102.4	89.7
CCCCN(CCCC)CCCNC(=O)OCC	.	96.8	92.3	110.3	95.2	92.9	93.8	92.1
CCN(CC)CCNc1ccnc2cc3ccccc3cc12	.	93.2	97.8	75.2	58.9	.	87.6	90.1
COc1ccc(CCN2C(=O)/C(=C/c3ccc(C4Oc5ccccc5C5CC(c6cccc(OC)c6)=NN54)cc3)SC2=S)cc1 (stereo not given)	97.7	105.0	102.7	100.9	82.0	95.7	94.4	101.4
Cc1c2ccccc2cc[n+]1C	113.8	111.0	111.7	106.8	83.8	107.9	113.8	106.6
COc1ccccc1P(c1ccccc1OC)c1ccccc1OC	97.3	105.7	.	112.5	86.1	86.2	109.2	95.7
COC(=O)c1ccc2ccc3ccccc3c2c1	96.2	107.8	121.5	98.6	60.9	89.3	97.2	92.3
COc1ccc(/C=C(\C#N)C(=O)Nc2cc(OC)nc(OC)n2)cc1	105.3	102.7	125.1	99.9	80.2	75.2	113.6	108.9
CN1CCC23C(=O)CC4C(=CCOC5CC(=O)N(c6ccccc62)C3C54)C1 (stereo not given)	137.2	109.7	112.3	93.1	85.8	.	104.5	102.4
COc1cnc2c(c1)C(=O)c1c-2n(CCCN2CCCC2)c(=O)c2cc([N+](=O)[O-])ccc12	-6.1*	-90.9*	13.2	8.4*	-96.3*	-13.6*	17.1	-64.8*
COc1cc(/C=C/c2ccccc2)cc(OC)c1	95.7	97.9	95.9	100.2	80.1	81.3	92.7	84.1
CN1CCN(Cc2ccc(NC(=O)c3cncc(C#Cc4cnc(N)c5ccc(C#N)cc45)c3)cc2C(F)(F)F)CC1	38.8	-71.8*	-2.5*	-81.1*	-78.4*	-51.5*	-69.4*	3.0*
CCOC(=O)c1c(Cl)c2c(n1Cc1ccccc1)-c1oncc1CCC2	.	83.1	98.9	63.9	72.4	59.5	86.7	64.5
OCC1OC(n2cnc3cncnc32)C(O)C1O (stereo not given)	94.8	99.9	85.1	103.4	85.9	96.6	95.2	89.2
Nc1cc2ccccc2c(O)c1O	85.0	-32.2*	113.6	-22.3*	55.2	84.5	53.6	40.2
CCCCC/C=C/C/C=C/CCCCCCCCNC(=O)Nc1ccc(C)cc1	95.6	105.9	105.8	97.6	112.8	96.4	130.4	110.4
O=C1Nc2ccc(Cl)cc2C12Oc1ccccc1C1CC(c3ccc(F)cc3)=NN12 (stereo not given)	100.5	105.4	127.1	93.1	62.9	80.8	90.2	91.3
N#Cc1ncc(-c2cc(C(F)(F)F)cc(C(F)(F)F)c2)c(NC2CCCCCC2)n1	98.0	103.9	124.2	96.5	92.3	89.7	106.8	109.9
C[C@]12CCc3nc(Nc4ccccc4)sc3C1=CC[C@@H]1[C@@H]2CC[C@]2(C)/C(=N/NC(N)=S)CC[C@@H]12	21.2	-49.8*	38.3	49.2	60.0	49.6	49.3	37.3
NC(=O)c1cccc(-n2ccc3cc(NC(=O)Nc4cc(C(F)(F)F)cc(C(F)(F)F)c4)ccc32)n1	18.5	24.3	62.8	35.9	47.4	41.4	38.5	36.7
O=C1/C(=C2\SC(=S)N(c3ccc(F)cc3)C2=O)SC(=S)N1c1ccc(F)cc1	108.1	102.4	104.9	94.8	77.8	88.8	98.2	99.0
C/C(=C1\S/C(=N\O)NC1=O)c1ccc(N)cc1	97.3	97.5	115.2	96.3	79.2	92.2	94.7	96.0
c1csc([C@@H](CC2CCCCC2)c2ccc3ccccc3c2)c1	94.6	98.3	99.5	105.2	88.6	.	107.1	103.4
Nc1cccc(-n2c(COc3ccc(I)cc3)nc3ccccc32)c1	101.4&89.8	101.9&105.6	98.6&111.7	102.6&90.2	81.3&43.6	97.2&56.8	96.5&74.4	100.7&84.8
CCCC(O)(c1ccccc1)c1ccccc1	109.6	.	103.6	104.1	.	107.5	94.4	106.2
COc1ccccc1/C(=C/c1ccc([N+](=O)[O-])cc1)C(=O)O	101.5	103.4	97.3	101.5	92.0	95.4	96.9	98.4
CCC(=O)NN=C(C)C	79.8	108.8	102.1	97.4	92.5	99.9	116.2	94.6
COc1ccc2nc(NC(=O)c3cccnc3Nc3ccc(Cl)cc3)sc2c1	83.4	92.3	.	92.4	75.1	78.6	92.1	91.1
COc1ccc(N2CCN(C(=O)C(C)c3ccc(NS(=O)(=O)c4ccccc4)cc3)CC2)cc1 (stereo not given)	90.8	106.3	104.3	105.2	77.1	84.2	99.5	96.3
O=S(=O)(Oc1ccc(-c2nnc(Nc3ccccc3)s2)cc1)C(F)(F)C(F)(F)C(F)(F)C(F)(F)C(F)(F)C(F)(F)F	104.6	107.8	108.8	98.7	98.2	92.7	100.4	106.8
CN(C)N=Nc1ccc2c(cnn2C(=O)Nc2ccc(Cc3ccccc3)cc2)c1	48.6	83.7	95.8	79.1	40.8	70.0	68.9	87.4
COc1ccc(-c2nn(-c3ccccc3)cc2/C=C2\SC(=S)N(CCCCCCCCCCC(=O)O)C2=O)cc1OC	88.5	103.7	114.1	82.4	77.6	84.1	91.4	81.1
COc1ccc(-c2nc3sccn3c2-c2nc3ccc(F)cc3[nH]2)cc1	97.3	100.8	113.0	103.7	91.2	90.3	109.7	97.4

Copied from above (3 entries):
SMILES	SF-295	786-0	TK-10	SN12C	UO-31	CAKI-1	SF-268	U251
OCC1OC(n2cnc3cncnc32)C(O)C1O (stereo not given)	94.8	99.9	85.1	103.4	85.9	96.6	95.2	89.2
Nc1cc2ccccc2c(O)c1O	85.0	-32.2*	113.6	-22.3*	55.2	84.5	53.6	40.2
CCCCC/C=C/C/C=C/CCCCCCCCNC(=O)Nc1ccc(C)cc1	95.6	105.9	105.8	97.6	112.8	96.4	130.4	110.4

The results go on.
SMILES	SF-295	786-0	TK-10	SN12C	UO-31	CAKI-1	SF-268	U251
O=Cc1ccc(CO)o1	110.8	116.6	104.3	101.2	102.5	105.7	106.6	107.1
Cc1cc(C)c(-c2cc(O)c(-c3c(C)cc(O)c(C)c3C)cc2O)c(C)c1C	44.7	70.7	81.8	62.6	23.6	55.2	64.8	61.2
CCCCC(O)Cn1ncc(C(=O)N/N=C\c2ccc(OC(F)F)c(OCc3ccccc3)c2)c1N (stereo not given)	79.6	64.4	95.4	83.4	64.9	67.7	73.0	74.8
Oc1ccc(/C=N/N=C2c3ccccc3-c3ccccc32)c(O)c1	100.9	80.4	107.9	56.1	56.1	66.8	83.1	78.7
N=C(N)SCc1nc2cc(Cl)ccc2s1	100.5	96.1	143.7	102.4	87.4	94.5	108.2	96.7
C=CC(=O)N[C@@H](Cc1ccc(-c2cc(Cl)cc(Cl)c2)cc1)[C@@H](O)[C@H](O)C(=O)OCC	102.9	105.7	82.9	98.3	83.9	92.5	92.7	91.8
COc1cc(/C=C2\C(=O)Nc3ccccc32)ccc1OCc1ccc(F)cc1	102.0	106.7	129.6	100.0	84.7	.	105.4	106.3
CCOC(=O)C(C#N)c1nc2sc3cc(Cl)ccc3n2c(=N)c1C#N (stereo not given)	86.7	111.3	208.8	89.1	60.2	62.3	86.4	93.8
NCCS	.	100.3	114.7	111.6	106.0	107.6	.	.
CC1CCCC(C)(C)C1NCCOC(=O)c1ccc([N+](=O)[O-])cc1 (stereo not given)	120.3	106.9	105.2	95.5	105.8	107.8	99.8	107.0
CCCC1OC(C)C(C)O1 (stereo not given)	94.8	101.4	117.7	102.3	95.7	95.2	115.7	98.5
COc1ccc(C2=CC(c3ccc(OC)cc3Br)N3C(C)=CSC3=N2)cc1 (stereo not given)	.	96.9	94.1	96.7	76.0	80.3	87.8	93.0
COc1cc2c(c(O)c1OC)-c1c(cc(OC)c(OC)c1OC)C[C@@H](C)[C@@H](C)C2	100.5	99.0	77.6	108.0	83.6	94.9	90.8	97.1
COc1ccc(C(=O)C[n+]2cccc(C)c2)cc1	121.5	106.2	99.8	119.2	89.3	104.7	111.7	106.5
CCCC/C=N/N1C(=S)N(Cc2ccccc2)[C@]23OC(N)=C(C#N)[C@]12C(=O)c1ccccc13	103.8	103.8	103.6	88.6	83.3	96.5	93.1	92.4
COc1ccc(/C=C/C=C/C(=O)c2ccc(NC(=O)Nc3ccccc3)cc2)cc1	94.4	89.2	83.8	89.9	78.7	89.1	91.4	83.0
C=C(C)C(C(=O)OCC)C(=O)OCC	115.2	103.3	101.2	106.4	80.6	91.1	98.2	104.6
N#Cc1c(-c2ccccc2)nc2c(c(-c3ccc(Cl)cc3)nn2-c2ccccc2)c1-c1ccccc1	99.7	104.7	134.4	104.4	100.5	98.8	103.3	100.5
NC(=O)c1nn(-c2ccccc2)nc1N1CCCCC1	98.3	98.6	100.9	103.0	91.6	89.4	102.2	97.4
CC(C)(O)C1CCCN1C(=O)c1ccccc1I (stereo not given)	84.4	87.7	106.9	95.0	82.7	88.2	91.5	98.3
O=C(NO)/C(CC(=O)c1ccccc1O)=N\O	104.7	117.4	114.1	98.7	66.0	80.9	106.7	102.6
CC1=C(CCN2CCCCC2)C(=O)N2N=C(c3ccccc3)OC2N1 (stereo not given)	99.1	100.8	116.3	107.9	75.0	86.2	96.1	98.2
O=C(O)c1cn(C2CC2)c2cc(N3CCN(C(=O)CSc4nc(NS(=O)(=O)c5ccc(Cl)cc5)cc(=O)[nH]4)CC3)c(F)cc2c1=O	99.2	101.2	93.7	102.9	80.9	.	97.0	111.8
Nc1ccc(S(=O)(=O)N/N=C/C=C/c2ccccc2[N+](=O)[O-])cc1	102.3	108.1	96.8	99.5	.	82.0	95.5	105.1
COc1cccc(OC)c1O[C@@H](c1ccccc1)[C@H](O)CO	130.3	99.6	101.0	99.1	.	123.4	115.2	101.3
Cc1ccc(S(=O)(=O)NCCC(CC(C)c2cc3ccccc3s2)c2ccccc2)cc1 (stereo not given)	87.3	96.4	112.6	78.4	80.0	69.8	92.1	96.5
Oc1ccc(N=Nc2ccccc2)cc1	98.6	83.3	90.7	99.5	74.1	106.3	90.5	94.2
C/C=C(\C)C(=O)O[C@@H]1C2C=C3C4CC(=O)O[C@@H](c5ccoc5)[C@]4(C)CC[C@@H]3[C@@](C)(C2=O)[C@@H](CC(=O)OC)C1(C)C (stereo not given in full)	85.6	82.6	91.1	89.7	87.3	90.3	95.0	78.9
CCOC(=O)C1=C(CSC(=S)NC2CCCCC2)N(C)C(=O)NC1c1ccc2c(c1)OCO2 (stereo not given)	94.8	99.8	105.8	92.2	79.0	86.8	96.6	90.6
CC(C)C1=C(O)C2=C(C(=O)C1=O)[C@@]1(C)CCCC(C)(C)[C@@H]1CC2	43.3	78.7	81.5	81.0	.	15.0	63.4	50.0
CCCS(=O)(=O)c1nc(NC2CC2)cc(-c2ccc3c(ccn3C3CC(C)(C)NC(C)(C)C3)c2)n1	-48.9*	-87.3*	-56.0*	-77.9*	-66.1*	85.1	-48.7*	-65.5*
CCCCCCCCCCCCCCCc1nc(=S)[nH][nH]1	94.3	84.8	91.2	96.5	55.0	93.2	91.2	87.2
O=C(CC1c2ccccc2NC(=O)N1Cc1ccccc1)c1cnccn1 (stereo not given)	97.9	101.6	98.7	103.9	81.0	98.6	98.6	101.8
O=S(=O)(Oc1ccc(Cl)cc1)c1cccc2cccnc12	82.3	97.9	157.7	103.9	89.2	101.8	96.6	103.1

Pulled by compound from the entries so far:
SMILES	SF-295	786-0	TK-10	SN12C	UO-31	CAKI-1	SF-268	U251
CC(C)C1=C(O)C2=C(C(=O)C1=O)[C@@]1(C)CCCC(C)(C)[C@@H]1CC2	43.3	78.7	81.5	81.0	.	15.0	63.4	50.0
Oc1ccc(N=Nc2ccccc2)cc1	98.6	83.3	90.7	99.5	74.1	106.3	90.5	94.2
Cc1ccc(S(=O)(=O)NCCC(CC(C)c2cc3ccccc3s2)c2ccccc2)cc1 (stereo not given)	87.3	96.4	112.6	78.4	80.0	69.8	92.1	96.5
